Source: PubChem
M18AAP inhibitor: PfM18AAP enzyme inhibition. recombinant PfM18AAP, H-Glu-NHMec fluorogenic cleavage. inhibition, % at 7.35 µM. 1.2% of 290,000 active;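 active means inhibition above the campaign mean inhibition over all tested compounds plus 3 SD, cut at about 28% in these data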;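 further: 0% = plate median of test compound wells and 100% = 2 mM ZnCl2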
MEKK3 PB1 HTS: raises or lowers MEK5 binding to the human MEKK3 PB1 domain; Q99759; bead-based flow cytometry, Alexa488-MEK5 binding to MEKK3; actives lie on both sides; 0 = blocked by unlabeled MEK5, 100 = vehicle; binding response (% of control), % at 10 µM; 1.4% of 290,000 active;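 active means binding response more than 3 SD above or below the average of its plate-row segment, actives on both sides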;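 further: Alexa488 bead fluorescence after subtracting the streptavidin-only scavenger bead signal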
NALP1 yeast inh: blocks the NALP1 inflammasome reconstituted in yeast; S. cerevisiae NALP1/ASC/caspase-1 growth, X-gal OD620, 72 h; inhibition, % at 10 µM; 0.61% of 280,000 active; in the data active means inhibition mostly above about 24%, no sharp cut-off; inactive means mostly below about 32%; further: some compounds called inactive have numbers as strong as hits
UBC9 SUMO inh: blocks human SUMOylation mediated by UBC9; P63279; HTRF SUMOylation assay, SAE1/SAE2 + UBC9, in vitro; inhibition, % at 35 µM; 0.36% of 290,000 active; AID 2006; in the data active means inhibition above about 50%, passing the limit was not always enough; further: strong numbers were not always called active
IDE inh: cellular human IDE inhibition; HEK cells, FAbetaB cleavage, fluorescence polarization; inhibition, % at 5.59 µM; P14735; 0.41% of 320,000 active;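 active means percent inhibition above the average of all tested compounds plus 3 SD, set per screening campaign, cut at about 16% in these data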;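 further: IDE supplied by intact live HEK cells; FP after avidin binding of uncleaved biotin substrate so inhibition keeps polarization high; 0% = DMSO wells and 100% = 60 µM reference IDE inhibitor Ii1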
Target sequence (P14735 whole entry, looked up): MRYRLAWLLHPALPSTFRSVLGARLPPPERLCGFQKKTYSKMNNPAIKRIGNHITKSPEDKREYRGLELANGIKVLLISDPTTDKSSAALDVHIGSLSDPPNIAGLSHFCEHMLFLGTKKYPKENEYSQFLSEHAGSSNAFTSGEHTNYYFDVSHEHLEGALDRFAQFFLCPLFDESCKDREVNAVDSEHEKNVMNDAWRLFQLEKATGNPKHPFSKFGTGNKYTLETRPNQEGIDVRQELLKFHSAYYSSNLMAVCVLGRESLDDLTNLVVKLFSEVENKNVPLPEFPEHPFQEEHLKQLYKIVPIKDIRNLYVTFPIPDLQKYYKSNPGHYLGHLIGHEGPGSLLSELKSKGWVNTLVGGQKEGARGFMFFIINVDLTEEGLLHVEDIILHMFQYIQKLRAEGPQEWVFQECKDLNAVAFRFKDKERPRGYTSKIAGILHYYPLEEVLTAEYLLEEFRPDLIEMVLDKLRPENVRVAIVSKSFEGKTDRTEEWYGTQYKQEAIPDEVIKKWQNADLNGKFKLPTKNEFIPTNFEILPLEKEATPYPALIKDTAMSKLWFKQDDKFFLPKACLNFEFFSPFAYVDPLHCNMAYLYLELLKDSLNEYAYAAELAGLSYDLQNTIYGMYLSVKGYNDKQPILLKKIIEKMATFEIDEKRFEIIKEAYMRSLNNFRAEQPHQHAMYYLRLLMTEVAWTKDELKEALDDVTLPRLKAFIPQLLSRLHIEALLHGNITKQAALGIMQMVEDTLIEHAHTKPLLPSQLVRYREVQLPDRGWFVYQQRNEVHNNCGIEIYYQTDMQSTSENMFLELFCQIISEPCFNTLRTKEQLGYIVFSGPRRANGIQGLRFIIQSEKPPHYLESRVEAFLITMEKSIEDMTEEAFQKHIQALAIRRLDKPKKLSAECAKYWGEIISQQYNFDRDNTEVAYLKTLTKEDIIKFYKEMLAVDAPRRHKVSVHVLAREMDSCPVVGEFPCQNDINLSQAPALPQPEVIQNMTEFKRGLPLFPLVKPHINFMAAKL
p-CIP stab down: lowers stability of the mouse p/CIP coactivator protein; 0.01% of 290,000 active; F442A p/CIP-EGFP cells, EGFP fluorescence, 16 h; Q05BA5; decrease of EGFP signal, % at 10 µM;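 active means EGFP signal decrease of at least 30% at 10 µM or well 3 SD below plate mean, unless failing retest; inactive means the rest, including hits failing retest or dose response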; further: some compounds called inactive have numbers as strong as hits; many of its hits are not listed in these tables
IDE act: boosts human insulin-degrading enzyme activity in HEK cells. P14735. FAbeta-B cleavage, fluorescence polarization; 0% vehicle, 100% cell-free pure enzyme wells. activation, % at 5.96 µM. 0.073% of 340,000 active;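 active means activation above the mean of all tested compounds plus 3 SD, set per screening campaign, cut at about 17% in these data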
MEKK2 mut-MEK5: signal of MEK5 binding to mutant human MEKK2 PB1 domain | AID 1530 | 0.35% of 290,000 active | bead flow cytometry, Alexa488-MEK5 binding to MEKK2 mutant | percent response, % at 10 µM; in the data active means percent response above about 24%, passing the limit was not always enough; further: inactives centre near 1; some results filed as inactive read as strong as hits; reference of the scale not given here
MEKK2 WT-MEK5: raises or lowers MEK5 binding to wildtype human MEKK2 PB1 domain. 1.1% of 290,000 active. binding response (% of control), % at 10 µM. Q9Y2U5. bead flow cytometry, Alexa488-MEK5 binding to MEKK2 WT; actives lie on both sides; in the data active means binding response below about 67% or above about 130%
Numbers without * were called inactive; . = not tested or not shown. This is a subset; rates above refer to the full screens.

SMILES | M18AAP inhibitor | MEKK3 PB1 HTS | NALP1 yeast inh | UBC9 SUMO inh | IDE inh | p-CIP stab down | IDE act | MEKK2 mut-MEK5 | MEKK2 WT-MEK5
Cn1c(Cn2c(=O)sc3ccccc32)nnc1SCC(=O)NCc1ccco1 | 2.2 | 84.0 | 5.2 | -8.4 | 2.3 | -8.0 | 7.1 | -4.0 | 90.0
COc1c2c(cc3c1C(CC(O)Cc1ccccc1)N(C)CC3)OCO2 (stereo not given) | 4.7 | 96.0 | 5.0 | 10.1 | -4.0 | -7.2 | 3.2 | 8.0 | 104.0
O=C(OCC(=O)N1CCc2ccccc21)C1=COCCO1 | -13.0 | 102.0 | -54.4 | 13.5 | -1.6 | -0.9 | 1.0 | -1.0 | 100.0
Cc1ccc(CN2CCN(CC(C)C)C(CCO)C2)s1 (stereo not given) | 6.3 | 104.0 | 7.4 | 12.4 | 5.4 | -7.0 | -2.2 | 0.0 | 100.0
CN(C[C@H](Cc1ccccc1)N(C[C@@H](Cc1cccc2ccccc12)N(CCc1ccccc1)N=O)N=O)N=O | 6.9 | 84.0 | 8.3 | 0.7 | -1.4 | -3.3 | -3.7 | 10.0 | 111.0
CC(CN(C)Cc1ccccc1)OC(=O)c1ccc2c(c1)OCCO2 (stereo not given) | -2.5 | 103.0 | 41.4 | 7.9 | -5.8 | 1.2 | 0.5 | 4.0 | 104.0
CC(C)CNC(=O)COC(=O)c1cc(S(=O)(=O)N2CCCCC2)ccc1N1CCOCC1 | -1.0 | 104.0 | 19.4 | 9.3 | 1.9 | 9.4 | 2.8 | 6.0 | 104.0
C/C(=N\Nc1cccc(Cl)c1)c1ccc(-n2ccnc2)cc1 | 3.0 | 99.0 | -4.3 | -20.3 | -3.6 | 2.4 | -4.1 | 0.0 | 102.0
COc1ccc(C2CC(=O)Oc3c(C(CCN4CCN(c5ccccc5)CC4)c4ccc(N(C)C)cc4)c(OC)cc(OC)c32)cc1 (stereo not given) | . | 98.0 | 4.9 | -7.9 | -6.8 | 5.7 | -0.4 | 7.0 | 117.0
COc1ccc(/C=C/C(=O)c2cc(F)ccc2OC(=O)c2ccccc2)cc1OC | 1.7 | 101.0 | . | . | 2.3 | . | 2.2 | -1.0 | 99.0

Some of the entries so far, with tabs.
SMILES	M18AAP inhibitor	MEKK3 PB1 HTS	NALP1 yeast inh	UBC9 SUMO inh	IDE inh	p-CIP stab down	IDE act	MEKK2 mut-MEK5	MEKK2 WT-MEK5
O=C(OCC(=O)N1CCc2ccccc21)C1=COCCO1	-13.0	102.0	-54.4	13.5	-1.6	-0.9	1.0	-1.0	100.0
Cc1ccc(CN2CCN(CC(C)C)C(CCO)C2)s1 (stereo not given)	6.3	104.0	7.4	12.4	5.4	-7.0	-2.2	0.0	100.0
CN(C[C@H](Cc1ccccc1)N(C[C@@H](Cc1cccc2ccccc12)N(CCc1ccccc1)N=O)N=O)N=O	6.9	84.0	8.3	0.7	-1.4	-3.3	-3.7	10.0	111.0
CC(CN(C)Cc1ccccc1)OC(=O)c1ccc2c(c1)OCCO2 (stereo not given)	-2.5	103.0	41.4	7.9	-5.8	1.2	0.5	4.0	104.0

Later entries:
SMILES | M18AAP inhibitor | MEKK3 PB1 HTS | NALP1 yeast inh | UBC9 SUMO inh | IDE inh | p-CIP stab down | IDE act | MEKK2 mut-MEK5 | MEKK2 WT-MEK5
O=C(Cn1c(-c2ccco2)nc2ccccc21)N1CCCCC1 | -26.8 | 97.0 | -22.1 | 8.8 | 0.8 | -17.9 | 8.0 | 1.0 | 96.0
CC(=O)N1CCc2cc(S(=O)(=O)CCC(=O)Nc3c(C)n(C)n(-c4ccccc4)c3=O)ccc21 | -5.1 | 93.0 | 3.9 | 6.0 | -1.9 | -9.9 | 3.8 | -1.0 | 96.0
COc1ccc(C2=NC(CO)(CO)CO2)cc1 | -6.7 | 107.0 | 15.2 | -3.5 | 2.5 | -0.6 | -1.1 | 2.0 | 104.0
O=C(CN(C(=O)c1ccc(Cl)cc1)C1CCCCC1)Nc1ccc(Cl)c([N+](=O)[O-])c1 | -7.7 | 103.0 | . | -14.4 | 4.3 | -1.1 | 2.1 | 1.0 | 104.0
FC(F)(F)c1cccc(N2CCc3cn[nH]c32)c1 | -6.9 | 109.0 | . | 1.9 | 2.9 | -1.6 | -1.9 | 6.0 | 109.0
COc1ccc(Cc2nc(-c3cccc(C)c3)no2)cc1 | 4.6 | 92.0 | -41.3 | -16.7 | 2.1 | 0.7 | 4.0 | -7.0 | 93.0
COc1ccc(S(=O)(=O)Nc2ccccc2C(=O)NCc2cccnc2)cc1 | 3.3 | 99.0 | 18.0 | 1.2 | 4.8 | -8.5 | -5.8 | -5.0 | 96.0
C=CCNC(=O)COC(=O)c1oc2ccccc2c1CSC1CCCCC1 | -2.0 | 100.0 | 35.7 | -3.2 | -2.8 | -10.5 | 1.1 | 7.0 | 111.0
CCN(CC)CCNC(=O)/C(=C/c1cn(C)c2ccccc12)NC(=O)c1ccc(OC)c(OC)c1 | -2.6 | 102.0 | 8.2 | 1.7 | 1.8 | 3.5 | 2.5 | 5.0 | 103.0
CCCn1nnc(NC(=O)c2ccc(F)cc2)n1 | 0.2 | 107.0 | -2.7 | 26.5 | 5.8 | -23.0 | 8.3 | -1.0 | 103.0
CCc1c(C#N)sc(C(N)=O)c1CC | -5.5 | 104.0 | 11.0 | 9.9 | -0.6 | -8.1 | 9.7 | 0.0 | 100.0
NC(=O)c1c(NC(=S)Nc2ccc(F)cc2)sc2c1CCCC2 | 35.0* | 95.0 | 1.2 | -6.5 | 9.6 | -9.1 | 0.3 | -10.0 | 96.0
CN(Cc1ccccc1)C(=S)NC(=O)c1cccs1 | 10.3 | 101.0 | 11.1 | 27.4 | -0.2 | 0.2 | 5.8 | 5.0 | 102.0
CCc1ccc(N(CC(=O)NC2CC2)S(=O)(=O)c2ccc(C)cc2)cc1 | -1.6 | 99.0 | 5.1 | -9.6 | 2.1 | -1.8 | 4.8 | 5.0 | 104.0
CCOC(=O)C1CCCN(C(=O)Cc2ccc(OC)c(OC)c2)C1 (stereo not given) | -10.8 | 96.0 | -4.2 | 9.9 | 1.2 | -6.3 | 5.7 | 1.0 | 101.0
Brc1ccc(CNCc2cccs2)cc1 | 0.1 | 99.0 | 30.5 | 3.0 | -3.0 | 1.8 | 2.2 | -3.0 | 97.0
COc1ccc(NC(=O)c2ccccc2O)c(OC)c1 | 0.6 | 101.0 | 19.3 | -8.9 | -2.9 | -1.9 | 3.0 | 11.0 | 101.0
COc1ccc(N2CCN(c3nc4ccccn4c(=O)c3/C=C(\C#N)S(=O)(=O)c3ccccc3)CC2)cc1 | 3.5 | 99.0 | 22.7 | 2.9 | -1.3 | -2.2 | 8.0 | -1.0 | 103.0
O=S(=O)(NCCCN1CCOCC1)c1ccc2ccccc2c1 | -10.2 | 98.0 | 16.4 | 6.9 | 9.4 | 5.4 | 4.4 | 0.0 | 100.0
CC(C)CCOc1cccc(OCC(=O)O)c1 | -2.4 | 183.0* | 1.9 | 0.7 | . | 17.0 | 0.1 | 1.0 | 96.0
O=C(CN(Cc1ccccc1Cl)C(=O)c1ccc(CN2CCOCC2)o1)NCc1ccccc1 | 2.4 | 78.0 | 7.8 | 12.6 | 2.9 | -0.6 | -2.1 | -4.0 | 88.0
CC(=O)Oc1ccc2c(=O)c(Oc3ccccc3)coc2c1OC(C)=O | 32.7* | 103.0 | -11.4 | -18.1 | 0.8 | -2.2 | 6.2 | -1.0 | 99.0
C#Cc1ccc([C@@H]2C=C(C(=O)N3CCOCC3)O[C@H](OCc3ccc(CO)cc3)C2)cc1 | . | 102.0 | . | . | -3.1 | . | 0.4 | 0.0 | 101.0
N#CCSc1n[nH]c2nc3c(c(=O)n12)C1(CCCC1)Cc1ccccc1-3 | 9.7 | 97.0 | 2.1 | 12.6 | -2.8 | 1.4 | 5.7 | -2.0 | 97.0
CCOC(=O)CCNC(=O)N1CCCC(N2CCN(c3ccc(OC)cc3)CC2)C1 (stereo not given) | -0.9 | 101.0 | 20.1 | -5.1 | 3.3 | -6.7 | 0.2 | 1.0 | 101.0
Cc1ccc(Cn2ncc3c(N4CCN(CC#N)CC4)ncnc32)cc1 | 5.5 | 107.0 | -1.0 | 15.8 | -3.8 | -18.4 | -0.7 | -40.0 | 98.0
C/C(=N\O)C(=O)NCCN(C)C | 1.6 | 101.0 | 30.8 | -4.5 | -0.6 | -7.4 | 10.1 | 2.0 | 105.0
COc1cc(NC(=O)c2ccc(-c3cccc([N+](=O)[O-])c3)o2)ccc1NC(=O)C(C)C | -4.8 | 99.0 | 17.0 | 11.2 | 10.3 | -21.7 | -0.4 | 0.0 | 96.0
O=C(NC1CCCc2c1cnn2-c1ccc(F)cc1F)c1cnccn1 (stereo not given) | -5.0 | 109.0 | 7.1 | 3.4 | 7.4 | -8.6 | 6.2 | 6.0 | 107.0
CCCCOc1ccc(C2/C(=C(/O)c3ccc4c(c3)CC(C)O4)C(=O)C(=O)N2CCCN2CCOCC2)cc1OC (stereo not given) | 14.3 | 101.0 | 19.9 | -12.4 | 3.6 | -12.7 | 3.0 | -1.0 | 96.0
Cc1cc(Br)ccc1SCC(=O)OCC(=O)Nc1ncc(C(F)(F)F)cc1Cl | -7.9 | 98.0 | 21.7 | 0.1 | -3.6 | 1.5 | -0.9 | 0.0 | 104.0
Cc1ccc(NS(=O)(=O)c2ccc3c(c2)C(=O)c2ccccc2C3=O)c(C)c1 | -0.2 | 100.0 | 11.1 | -14.6 | -3.1 | 4.3 | 8.3 | -2.0 | 103.0
O=C(CCN1C(=O)c2ccccc2S1(=O)=O)Nc1ccccc1F | -5.1 | 100.0 | 11.3 | -4.3 | . | -0.4 | 3.7 | -1.0 | 97.0
CCCCOc1cccc(C(=O)NC(=S)Nc2cccc(C(F)(F)F)c2)c1 | -2.7 | 112.0 | 21.1 | -15.3 | 3.9 | 5.1 | -6.9 | 4.0 | 114.0
CCc1ccc2[nH]c(=O)c(CN(Cc3ccccc3OC)Cc3nnnn3Cc3ccco3)cc2c1 | 26.5 | 102.0 | . | 13.2 | 3.3 | -6.1 | 7.7 | 0.0 | 93.0
C[C@@H]1CN(C(=O)c2nc3ccc(Cl)cn3c2CN2CCc3sccc3C2)C[C@H](C)O1 | 0.1 | 104.0 | 7.7 | -1.6 | -0.2 | -2.9 | -1.0 | 3.0 | 96.0
CCN(CC)CCCN(C(=O)c1cccs1)c1nc(-c2ccc(OC)cc2)cs1 | -5.9 | 97.0 | 18.5 | 13.9 | 3.1 | -5.9 | 7.3 | 2.0 | 143.0*
O=C(CCC(=O)N1CCOc2ccccc21)NCc1ccccn1 | -6.6 | 100.0 | 19.6 | 0.5 | 1.0 | 0.3 | 3.8 | -1.0 | 101.0
Nc1c2c(nc3sc4c(c13)CCCC4)CCCCCC2 | -0.6 | 103.0 | 45.1 | 0.7 | 3.4 | 7.0 | -2.9 | -1.0 | 104.0
COC(=O)C1=NN(C(C)(C)CC(C)=O)C2C(=O)N(C3CCCCC3)C(=O)C12 (stereo not given) | -3.2 | 98.0 | 25.3 | 2.7 | 3.7 | 3.3 | -2.7 | -2.0 | 102.0
COC(=O)[C@@H]1C[C@H]2CC[C@H](O)C[C@H]2N1Cc1ccccc1OC(=O)c1cccs1 | . | 91.0 | . | 7.8 | 0.1 | 9.0 | -0.9 | -3.0 | 94.0
O=[N+]([O-])c1cc(Cl)ccc1Nc1ccccc1 | -3.1 | 107.0 | 8.0 | -1.3 | 6.8 | -5.0 | 5.9 | 4.0 | 107.0
N#C/C(=C\c1ccc(-c2ccccc2[N+](=O)[O-])o1)C(=O)N1CCOCC1 | 6.8 | 104.0 | -14.5 | 11.7 | 6.4 | 8.3 | -2.4 | 5.0 | 107.0
